GPR151 activ = human GPR151 activation | Q8TDV0 | PathHunter beta-arrestin GPR151 cells, luminescence | activation, % at 11.2 µM | 1% of 650,000 active; in the data active means activation above about 4.9%;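 further: 0% = median of compound wells and 100% = cells with positive control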
Target sequence (Q8TDV0 whole entry, looked up): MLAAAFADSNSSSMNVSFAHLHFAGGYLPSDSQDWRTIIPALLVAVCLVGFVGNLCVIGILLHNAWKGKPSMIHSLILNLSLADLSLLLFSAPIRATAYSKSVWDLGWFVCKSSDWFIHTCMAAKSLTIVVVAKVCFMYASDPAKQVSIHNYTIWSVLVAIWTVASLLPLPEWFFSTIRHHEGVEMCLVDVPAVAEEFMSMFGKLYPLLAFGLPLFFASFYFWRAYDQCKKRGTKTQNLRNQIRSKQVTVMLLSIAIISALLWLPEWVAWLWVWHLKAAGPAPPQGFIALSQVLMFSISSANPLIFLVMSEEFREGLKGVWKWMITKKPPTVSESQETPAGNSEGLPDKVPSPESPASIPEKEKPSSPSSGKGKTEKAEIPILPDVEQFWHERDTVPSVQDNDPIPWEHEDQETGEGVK
FBW7 act = activators of human E3 ligase FBW7; normalized activity (activation), % at 26.1 µM; AID 1259310; Q969H0; AlphaScreen FBW7–phospho-cyclin E peptide binding, activator screen; 0.13% of 650,000 active; in the data active means normalized activity above about 1.9%;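 further: purified mutant Fbw7 with reduced substrate affinity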
Target sequence (Q969H0 whole entry, looked up): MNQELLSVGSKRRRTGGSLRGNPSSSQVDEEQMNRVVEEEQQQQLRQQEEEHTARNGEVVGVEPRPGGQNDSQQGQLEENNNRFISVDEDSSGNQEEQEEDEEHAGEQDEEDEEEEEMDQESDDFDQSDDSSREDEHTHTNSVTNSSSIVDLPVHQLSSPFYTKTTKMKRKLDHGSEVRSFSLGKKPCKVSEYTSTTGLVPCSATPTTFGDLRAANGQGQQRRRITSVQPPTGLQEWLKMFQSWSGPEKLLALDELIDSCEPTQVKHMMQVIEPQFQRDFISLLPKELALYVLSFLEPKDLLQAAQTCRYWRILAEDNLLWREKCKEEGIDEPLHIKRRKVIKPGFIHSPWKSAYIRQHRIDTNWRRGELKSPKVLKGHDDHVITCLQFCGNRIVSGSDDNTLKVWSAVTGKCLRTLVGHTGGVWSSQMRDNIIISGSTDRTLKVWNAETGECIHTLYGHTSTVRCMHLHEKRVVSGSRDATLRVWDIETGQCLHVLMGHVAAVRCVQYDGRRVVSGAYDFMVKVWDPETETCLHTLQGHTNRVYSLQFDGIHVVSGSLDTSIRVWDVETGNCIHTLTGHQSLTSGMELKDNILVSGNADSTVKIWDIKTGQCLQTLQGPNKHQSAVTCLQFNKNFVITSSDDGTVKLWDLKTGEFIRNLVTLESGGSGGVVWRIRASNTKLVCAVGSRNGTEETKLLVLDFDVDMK
TEAD-YAP block = TEAD-YAP interaction inhibition. HEK-TIYL cells, TEAD-Gal4/YAP UAS-luciferase luminescence. inhibition, % at 9.12 µM. 1.4% of 640,000 active. AID 1259422; in the data active means inhibition above about 32%;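 further: 0% = median of test compound wells and 100% = reference inhibitor wells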
MITF inh = inhibitors of human MITF | AID 1259374 | O75030 | AlphaScreen MITF homodimerization, bead proximity signal | inhibition, % at 2.6 µM | 0.91% of 650,000 active; in the data active means inhibition above about 50%;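 further: 0% = vehicle wells with protein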
The depositor's hits bear a star.

Values run as follows: GPR151 activ	FBW7 act	TEAD-YAP block	MITF inh
- O=C(/C=C\c1ccc2c(c1)OCO2)Nc1c2c(nn1-c1ccc(Cl)cc1)CSC2
 : -0.1	-0.1	-6.9	-5.7
- Clc1ccccc1-c1ccc(CN2CCc3nnc(C4CCCO4)n3CC2)o1 (centres undefined)
 : -1.6	0.0	4.5	6.9
- Cn1cc(CCC(=O)NC2CC2)c2ccccc21
 : -0.8	-0.1	-0.9	-8.3
- CCOC(=O)C1=C(C)N=c2s/c(=C\c3ccc(-c4ccc([N+](=O)[O-])cc4OC)o3)c(=O)n2C1c1ccccc1 (centres undefined)
 : 1.0	-0.1	-12.5	-16.4
- Cc1ccccc1-n1nnnc1-c1ccc(-c2nnnn2-c2ccccc2C)cc1
 : 0.3	0.1	6.5	3.6
- CC(=O)c1ccc(N2COc3ccc4cc(Br)ccc4c3C2)cc1
 : -1.6	-0.1	9.6	10.1
- CN(C(=O)COC(=O)c1ccc(Br)o1)C1CCCCC1
 : 1.7	0.0	-1.2	2.7
- Nc1nc(-c2ccccc2)nc2c1ncn2-c1ccccc1
 : -0.4	0.0	13.6	5.8
- Cc1cc(C)c(N=c2scc(C)n2Cc2ccccc2)c(C)c1
 : -2.7	-0.5	10.5	17.3
- COc1cc(CN2CCN(Cc3ccccc3F)CC2)cc(OC)c1O
 : -1.3	0.0	6.2	1.4

(further entries)
Values run as follows: GPR151 activ	FBW7 act	TEAD-YAP block	MITF inh
- COc1ccc(CC(=O)Nc2cccc([N+](=O)[O-])c2C)cc1
 : 2.8	-0.1	-3.0	5.2
- CCOc1cccc2c1OC1(CCCCC1)N1N=C(c3cccnc3)CC21 (centres undefined)
 : -1.0	0.2	-19.6	-5.6
- CN(C)c1ccc(Cc2c(NC=O)ccc3ccccc23)cc1
 : -0.5	0.5	-3.3	10.2
- CCCC1Cc2c(sc(NC(=O)C(Cl)(Cl)Cl)c2C#N)CO1 (centres undefined)
 : -0.1	-0.2	1.6	11.3
- O=C1CCCc2c1n(Cc1ccc(OC(F)(F)F)cc1)c1cc3c(cc21)OCCO3
 : -1.8	0.0	-7.7	-6.1
- COc1ccc(Cl)c2sc(NC(=O)c3cccc(F)c3)nc12
 : 0.1	0.0	6.4	13.6
- Cc1c(-c2nc3cnccn3c2NCC2CCCO2)cnn1C (centres undefined)
 : 0.9	0.2	-1.7	-2.9
- COc1ccc(-n2nc(C(=O)NCC(=O)NCc3ccco3)c3ccccc3c2=O)cc1OC
 : 1.2	-0.1	1.3	5.8
- O=C(COc1ccc(Cl)cc1Cl)Nc1ccc2oc(-c3cccnc3)nc2c1
 : 0.0	-0.1	-4.5	10.7
- OCc1nc2ccccc2n1CCOc1ccc(Br)cc1
 : 1.1	0.2	5.8	15.6

More results follow:
Values run as follows: GPR151 activ	FBW7 act	TEAD-YAP block	MITF inh
- O=C(CN1CCSCC1)N/N=C/c1ccc(F)c(F)c1
 : 0.8	-0.1	-1.4	18.1
- CCCc1cc(=O)[nH]c(Nc2ccccc2OC)n1
 : 1.8	0.2	6.5	3.0
- COc1ccc(CC(=O)Nc2c3c(nn2-c2ccc(C)cc2)CS(=O)C3)cc1 (centres undefined)
 : 0.4	0.0	6.1	0.5
- O=C(COC(=O)CN1C(=O)C2C3C=CC(C3)C2C1=O)Nc1cc([N+](=O)[O-])ccc1Cl (centres undefined)
 : 0.3	0.0	-6.6	11.5
- COc1ccc(NC(=O)N2CCC(n3c(C)nc4cc(F)ccc43)CC2)cc1
 : -1.0	0.3	6.1	20.3
- CCNc1nc(NC(C)C)nc(Oc2ccc(C(=O)OC)cc2)n1
 : 0.3	0.2	-2.2	-6.2
- O=c1c2ccccc2oc2ccccc12
 : -6.6	0.0	-60.5	0.3
- O=C(Nc1nc(-c2ccc(F)cc2)cs1)c1ccc(Cl)c([N+](=O)[O-])c1
 : -0.1	-0.1	4.5	11.8
- O=C1CC(c2cccc(O)c2)C2=C(CC(c3ccc(F)cc3)CC2=O)N1 (centres undefined)
 : 0.0	-0.1	7.6	5.2
- COc1cc2nc(N3CCC(N4CCOCC4)CC3)nc(NC3CC3)c2cc1OC
 : -2.0	0.1	5.0	13.2

Remaining list, next part
Values run as follows: GPR151 activ	FBW7 act	TEAD-YAP block	MITF inh
- Cc1ccc(C)c(Nc2cc(N3CCCCC3)c3nonc3c2[N+](=O)[O-])c1
 : -0.8	0.0	4.2	9.4
- CC1=C(C(=O)OCc2ccccc2)C(c2ccc([N+](=O)[O-])cc2)NC(=O)N1 (centres undefined)
 : 0.4	0.1	-0.6	2.2
- O=C(CN1C(=O)COc2ccc(S(=O)(=O)N3CCCC3)cc21)NCc1ccccn1
 : -0.9	-0.1	-7.8	-8.4
- COc1ccc(NC(=O)C2C3C=CC4(CN(Cc5cccnc5)C(=O)C24)O3)c(OC)c1 (centres undefined)
 : -0.3	-0.2	-1.4	-9.2
- COc1cc(/C=C2\C(=O)N(c3ccccc3)N=C2C)c([N+](=O)[O-])cc1OC
 : -1.3	-0.1	3.1	13.0
- CCCCn1c(SCc2cccc([N+](=O)[O-])c2)nc2ccsc2c1=O
 : 1.4	0.1	1.9	-15.1
- Cc1ccc(S(=O)(=O)N2CCN(C3=CC(=O)CC(C)(C)C3)CC2)cc1
 : 0.5	-0.1	-1.2	5.6
- Oc1ccc(Nc2nc(-c3ccc(Cl)cc3Cl)nc3ccccc23)cc1
 : 1.4	0.0	15.6	12.6
- COc1cccc(NC(=O)Cn2ncc3c2-c2ccccc2OC3)c1
 : -0.7	-0.2	0.9	-0.1
- CCn1c(SCC(=O)Nc2cccc3ccccc23)nnc1C1CC1
 : -0.2	0.0	-6.1	6.8

More records.
Values run as follows: GPR151 activ	FBW7 act	TEAD-YAP block	MITF inh
- CCCc1nc2ccc([N+](=O)[O-])cc2[nH]1
 : 0.2	0.1	-1.8	7.7
- COc1cccc2cc(C(N)=O)c(=Nc3cccc(C)c3)oc12
 : 0.5	0.0	-24.0	-3.0
- CC(=O)c1c(C)[nH]c(C(=O)NCCN2C(=O)S/C(=C\c3cccnc3)C2=O)c1C
 : -0.9	-0.1	-1.4	-2.8
- Cc1ccccc1CSc1nc2ccccc2c(=O)n1CCCC(=O)NCc1ccco1
 : 1.0	0.3	-3.8	1.5
- COc1cc(C=Nc2ccc(NC(C)=O)cc2)cc(OC)c1OC
 : -0.3	0.0	-6.0	-32.3
- Cc1[nH]c(=O)[nH]c(=O)c1S(=O)(=O)NCCOc1cccc(C(F)(F)F)c1
 : 1.0	0.1	1.8	-0.6
- COc1ccc(NC(=O)N2CCN(C)CC2)cc1
 : 0.4	0.0	6.4	2.7
- CCOC(=O)c1c(C)n(C)c2ccc(OCC(O)CNCC3CCCO3)cc12 (centres undefined)
 : -0.1	-0.1	6.1	24.1
- Cc1ccc(CCNC(=O)CCS(=O)(=O)c2ccc3c(c2)SCC(=O)N3)cc1
 : -2.5	0.0	-5.0	0.9
- COc1ccc(C(=O)CC2(O)C(=O)Nc3ccc(Cl)cc32)c(OC)c1 (centres undefined)
 : 0.7	-0.3	0.9	0.0

2 entries drawn at random from those above:
Values run as follows: GPR151 activ	FBW7 act	TEAD-YAP block	MITF inh
- O=c1c2ccccc2oc2ccccc12
 : -6.6	0.0	-60.5	0.3
- CCNc1nc(NC(C)C)nc(Oc2ccc(C(=O)OC)cc2)n1
 : 0.3	0.2	-2.2	-6.2

More records follow.
molecule,GPR151 activ,FBW7 act,TEAD-YAP block,MITF inh
Cc1cc(C(=O)Nc2nc3c(Cl)c(Cl)ccc3s2)nn1C,0.1,0.2,-8.6,9.7
CCOc1ccc2[nH]c(=O)c(CN(CCO)Cc3nnnn3Cc3ccco3)cc2c1,1.1,-0.2,-0.3,7.4
C#CCOc1c(I)cc(/C=c2\sc3nc4ccccc4n3c2=O)cc1OC,0.7,0.0,-4.5,-4.3
CCOC(=O)C1=C(N)OC2=C(C(=O)CCC2)C1c1ccc(CC)s1 (centres undefined),0.1,0.0,-11.5,5.8
COc1ccc(-c2nc(C#N)c(N3CCC(C)CC3)o2)cc1,-0.2,0.1,-3.9,14.0
CCCCN(CC)CCNC(=O)c1cn(-c2ccc(Cl)cc2)c(=O)c2ccccc12,-2.0,0.3,-8.2,2.1
CC(C)C(NC(=O)c1ccoc1)c1nnc2n1CCN(Cc1cccc3ccccc13)CC2 (centres undefined),-1.0,0.0,-1.9,6.4
c1ccc(CNc2nccc(Nc3ccncn3)n2)cc1,0.2,-0.2,-11.0,-10.1
COc1cccc(C(=O)c2oc3ccc(NC(=O)c4cc(OC)c(OC)c(OC)c4)cc3c2C)c1,-0.4,-0.1,3.2,-0.4
COCCNC(=O)/C(C#N)=C/c1cn(Cc2ccccc2Cl)c2ccccc12,2.5,-0.1,-14.0,2.4
Cc1c(C(=O)NCCCN2CCOCC2)sc2ncn(Cc3ccccc3Cl)c(=O)c12,0.5,-0.1,17.8,-9.5
Nc1ccc(Oc2ccc3nc(-c4ccc(Sc5ccccc5)cc4)c(-c4ccccc4)nc3c2)cc1,-1.1,-0.1,-13.0,10.0
c1ccc2c(c1)ncn2CN1CCN(C23CC4CC(CC(C4)C2)C3)CC1,-0.3,1.3,12.6,4.1
CCOc1ccc(C2Nn3c(C)nnc3SC2C(=O)Nc2ccc(C)cc2C)cc1 (centres undefined),0.3,0.1,13.6,9.9
CC1CCCCC1NC(=O)COc1ccccc1C#N (centres undefined),1.2,0.0,-6.8,-14.2
Cc1cc(=O)[nH]c(Nc2nc(C)c3cc(C)c(C)cc3n2)n1,-1.1,0.1,7.6,11.1
COc1cc(CN2CCN(Cc3ccccc3C)CC2)cc(OC)c1O,-0.9,-0.2,-5.3,58.6*
Cc1ccc(C(=O)NC2CCCCCC2)cc1,-4.0,0.0,49.2*,-7.5
CCCn1cc(CN2CCC(Oc3cccc(C(=O)NCc4ccccn4)c3)CC2)c(C)n1,-1.6,-0.2,7.7,-25.3
Cn1c(=O)c2c3c(sc2n2c(SCC(N)=O)nnc12)CCCC3,0.5,0.0,4.5,-0.9
Fc1ccc(-n2cc(-c3ccccc3)c3c(N4CCN(c5ccccc5)CC4)ncnc32)cc1,-1.1,0.3,1.1,10.8
O=C(Nc1ccc(Sc2nc3ccccc3s2)c(Cl)c1)c1cc(Br)cc(Br)c1O,0.5,-0.2,-1.7,0.2
CC(C)CC(=O)Nc1cccc(C(=O)O)c1,-3.9,0.0,0.8,6.3
COc1ccc2[nH]c(=O)c(CN(CCCO)S(=O)(=O)c3c(C)cc(C)cc3C)cc2c1,-0.5,0.0,-6.6,-0.4
O=S1(=O)CC(O)C(N(CCO)C(=S)Nc2ccccc2)C1 (centres undefined),-0.5,0.0,1.5,3.4

The list continues.
molecule,GPR151 activ,FBW7 act,TEAD-YAP block,MITF inh
Cc1cc(NC(=O)CSc2nc3ccccc3c3nc(-c4cccc([N+](=O)[O-])c4)nn23)n[nH]1,0.2,0.1,2.0,2.1
O=C(NC(N1CCCCC1c1cccnc1)(C(F)(F)F)C(F)(F)F)c1cccc(Cl)c1 (centres undefined),0.8,-0.2,4.7,5.3
O=C(NC1CCCCC1)c1ccc2c(=O)n(-c3ccccc3)c(SCc3cccc([N+](=O)[O-])c3)nc2c1,-1.0,-0.1,1.1,3.8
CCOc1ccc(-n2c(C)cn3c4c(=O)n(C(C)C(C)=O)c(=O)n(C)c4nc23)cc1 (centres undefined),4.6,0.2,-13.9,-2.3
CCOC(=O)c1cnc2c(Cl)cc(Cl)cc2c1NCCOCCO,2.8,0.2,2.4,8.4
COc1cccc(OCCOc2ccc(/C=C3/C(=N)N4N=C(C(C)C)SC4=NC3=O)cc2OC)c1,-0.6,-0.1,-9.6,-1.0
CCc1cc(SC#N)cc(C)c1NC(=O)CCl,-0.3,0.0,18.2,4.1
Cc1ccc(NC(=O)CC(C)C)c(C)c1,-0.4,0.0,2.3,0.6
O=S(=O)(c1ccc(N2CCc3ccccc3C2)cc1)N1CCCC1,0.2,-0.1,-7.7,-4.8
Cc1ccc(NS(=O)(=O)c2ccc(Cl)s2)cc1S(=O)(=O)N1CCCCCC1,0.0,0.3,4.5,10.0
Nc1nonc1C(=O)NCCNS(=O)(=O)Cc1ccccc1,0.8,0.1,4.0,11.5
CCCOc1cccc(C(=O)Nc2ccc(-c3nc4cc(Cl)ccc4o3)cc2)c1,-0.4,-0.1,-5.8,-10.2
O=C(NC1CCCCC1)n1c(=O)oc2ccccc21,-0.8,0.1,0.5,24.8
Cc1cc2nc(-c3cc(NC(=O)c4cccnc4)ccc3Cl)oc2cc1C,5.3*,-0.2,-9.4,-3.3
O=C(CN(c1ccccc1)S(=O)(=O)c1ccccc1)N/N=C/c1ccccc1O,0.7,0.2,23.8,19.1
CCOC(=O)CNC1=C([N+](=O)[O-])C(=O)CC(C)(C)C1,-0.7,-0.2,4.8,-20.7
COc1cc2c(C(=O)O)c(C)n(-c3ccc(C)cc3)c2c2ccccc12,0.6,0.0,2.8,-3.0
CSc1nnc2c(n1)OC(c1ccc(C(C)C)cc1)Nc1ccc(Br)cc1-2 (centres undefined),-0.7,0.0,-2.8,-6.2
CCc1ccc(OCc2nc(-c3cccnc3)no2)cc1,2.1,0.1,-19.0,-10.3
Cc1ccc2sc(N(CCCn3ccnc3)C(=O)c3cccs3)nc2c1C,4.0,-0.2,6.1,-1.6

Whole records from above. Values in the order: GPR151 activ	FBW7 act	TEAD-YAP block	MITF inh
Cc1ccc2sc(N(CCCn3ccnc3)C(=O)c3cccs3)nc2c1C across the screens: 4.0	-0.2	6.1	-1.6
CCc1cc(SC#N)cc(C)c1NC(=O)CCl across the screens: -0.3	0.0	18.2	4.1
Cc1cc(NC(=O)CSc2nc3ccccc3c3nc(-c4cccc([N+](=O)[O-])c4)nn23)n[nH]1 across the screens: 0.2	0.1	2.0	2.1

Screening results: PubChem BioAssay, The Scripps Research Institute Molecular Screening Center
